Screening results from PubChem.
DAX1 inh-1: inhibits human nuclear receptor DAX1; P51843; HEK293 Gal4-DAX1 luciferase reporter, luminescence; inhibition, % at 6.75 µM; 340,000 tested, 0.99% active; AID 504766;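 active means inhibition above the mean over all tested compounds plus 3 SD, cut at about 4.2% in these data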;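 further: 0% = DAX1-transfected cells with DMSO and 100% = empty-vector control cells with DMSO; inhibition shows as a rise in luminescence from relieved DAX1 repression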
Target sequence (P51843 207-470 limits assumed): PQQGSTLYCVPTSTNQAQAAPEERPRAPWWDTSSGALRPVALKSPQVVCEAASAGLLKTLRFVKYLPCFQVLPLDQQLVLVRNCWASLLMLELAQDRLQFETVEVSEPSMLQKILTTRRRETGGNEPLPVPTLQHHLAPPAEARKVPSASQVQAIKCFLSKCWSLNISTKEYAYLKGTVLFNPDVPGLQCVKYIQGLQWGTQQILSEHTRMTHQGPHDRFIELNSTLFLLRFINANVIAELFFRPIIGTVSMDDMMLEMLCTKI
ADAM10 inh: ADAM10 inhibition, QFRET primary screen | O14672 | 370,000 tested, 0.62% active | recombinant ADAM10, EDANS/DABCYL FRET peptide cleavage, 3 h | inhibition, % at 7 µM | AID 720582;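 active means inhibition above a per-campaign cutoff equal to the mean of compounds falling between control-based bounds plus 3 SD, cut at about 20% in these data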;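 further: 0% = DMSO wells while the 100% control is not disclosed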
Target sequence (O14672 214-748 limits assumed): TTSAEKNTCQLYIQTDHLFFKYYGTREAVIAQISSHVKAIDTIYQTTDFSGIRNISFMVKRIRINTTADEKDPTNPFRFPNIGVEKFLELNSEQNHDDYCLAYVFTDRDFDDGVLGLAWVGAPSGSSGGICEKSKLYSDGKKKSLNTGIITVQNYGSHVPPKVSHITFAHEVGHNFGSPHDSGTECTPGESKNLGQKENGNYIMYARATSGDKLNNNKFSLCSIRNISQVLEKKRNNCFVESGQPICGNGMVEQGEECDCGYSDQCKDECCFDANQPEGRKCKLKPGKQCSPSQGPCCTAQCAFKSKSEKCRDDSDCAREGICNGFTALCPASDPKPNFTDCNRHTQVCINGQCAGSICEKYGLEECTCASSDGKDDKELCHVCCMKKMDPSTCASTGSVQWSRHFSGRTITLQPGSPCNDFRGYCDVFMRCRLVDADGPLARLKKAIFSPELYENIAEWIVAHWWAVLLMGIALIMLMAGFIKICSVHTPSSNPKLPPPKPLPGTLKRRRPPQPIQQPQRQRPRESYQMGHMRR
GC-A act: GC-A (human) enzyme activation; HEK293 GC-A cells, cGMP TR-FRET, EC30 ANP; 0% at EC30 ANP, 100% saturating ANP; activation, % at 10 µM; 370,000 tested, 0.14% active; in the data active means activation above about 40%
DAX1 inh-2: inhibitors of DAX1 repression of SF-1 activated StAR promoter; HEK293T StAR-luciferase reporter, SF-1/DAX-1 repression relief; inhibition, % at 6.8 µM; 370,000 tested, 1.1% active; AID 652010;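 active means inhibition above the mean over all tested compounds plus 3 SD, cut at about 3.6% in these data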;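 further: 0% = DAX-1 cells with DMSO and 100% = cells lacking DAX-1 with DMSO; higher inhibition means more luminescence from relief of DAX-1 repression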
hcDAF12 agonist: activators of H. contortus DAF-12 nuclear receptor | HEK293 hcDAF-12 lit1-tk-luc reporter, luminescence; 0% DMSO, 100% Δ7-dafachronic acid | 370,000 tested, 1.4% active | activation, % at 6.8 µM;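 active means activation above the mean of all tested compounds plus 3 SD, cut at about 5.5% in these data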;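 further: 100% = response to 3 µM Δ7-dafachronic acid high control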
GAA850 FXN act: increases GAA850 frataxin promoter reporter activity | HEK293 lucGAA850 FXN promoter luciferase reporter, 24 h; percent of 10 µM SAHA response | activation, % at 6 µM | 360,000 tested, 0.56% active | AID 540364;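 active means activation above the average of all compounds screened plus 3 SD, cutoff fixed separately per campaign, cut at about 7.5% in these data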;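 further: 0% = DMSO wells and 100% = 10 µM SAHA wells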
ADAM17 inh: ADAM17 inhibition, QFRET primary screen; 370,000 tested, 0.83% active; inhibition, % at 6.95 µM; P78536; recombinant ADAM17, EDANS/DABCYL FRET peptide cleavage;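 active means inhibition above the mean of compounds lying between control limits plus 3 SD, set per campaign, cut at about 8.5% in these data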;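 further: 0% = DMSO-only wells as the low control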
ssDAF-12 act: activators of S. stercoralis DAF-12 nuclear receptor; HEK293 ssDAF-12/GRIP1 lit1-tk-luc reporter, luminescence; % of 3 µM dafachronic acid response; 370,000 tested, 1% active; activation, % at 6.8 µM; AID 652126;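 active means activation above the mean over all tested compounds plus 3 SD, cut at about 0.9% in these data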;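 further: 0% = DMSO-only wells and 100% = 3 µM delta7-dafachronic acid wells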
hgDAF12 agonist: agonists of H. glycines DAF-12 nuclear receptor; 370,000 tested, 1.8% active; HEK293 GAL4-hgDAF12 UAS-luciferase reporter, agonist luminescence; normalized to butyrate control; activation, % at 6.8 µM;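 active means activation above a cutoff set at the mean of all screened compounds plus 3 SD, cut at about 10% in these data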;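 further: 0% = DMSO wells and 100% = sodium butyrate wells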
PG9 Ab binder: binds the HIV-1 gp120 antibody PG9; TR-FRET gp120-PG9 antibody binding; inhibition, % at 6.7 µM; 360,000 tested, 0.43% active; in the data active means inhibition above about 8.5%
SMARCA2 act: SMARCA2 function activation, primary screen; MG213 cells, MMTV-luciferase reporter, dexamethasone, overnight; 370,000 tested, 1% active; activation, % at 9.1 µM; in the data active means activation above about 7.8%;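 further: 0% = vehicle wells and 100% = reference activator wells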
* = called active by the depositor; nt = no result given. Rows are unselected, and some 6.8% of all compounds hit somewhere here.

Values in the order: ADAM10 inh	hcDAF12 agonist	GAA850 FXN act	DAX1 inh-2	ssDAF-12 act	GC-A act	hgDAF12 agonist	DAX1 inh-1	ADAM17 inh	PG9 Ab binder	SMARCA2 act
[1] Cc1cc(C)c2cc(CN(Cc3nnnn3Cc3ccc(F)cc3)C3CCCC3)c(=O)[nH]c2c1
  -42	0.5	3.2	0.8	-0.9	-5	-0.9	0.1	-16	-1.9	7
[2] O=C(Cc1ccccc1)NCC1OCCc2ccccc21 (stereo not given)
  5	0.5	-0.6	-0.5	-2.1	0	1.3	2.2	-1	-3.2	-2
[3] COc1ccc(CNC(=O)C2CCCN(c3nc4ccccc4o3)C2)cc1 (stereo not given)
  -14	-1.4	nt	-0.9	-1.3	1	1.2	nt	-3	nt	-6
[4] CCn1c(SCC(N)=O)nc2c(c1=O)C1(CCCC1)Cc1ccccc1-2
  -9	-1.5	-1.5	-0.3	-1.2	-5	-1.8	0.3	-2	-0.1	1
[5] CC(C)CC(=O)Nc1c2c(nn1-c1ccc(F)cc1)CS(=O)(=O)C2
  -5	-0.5	1.0	0.3	-1.1	1	2.9	0.2	6	-0.8	-1
[6] CC(C)OC(=O)CCNc1n[nH]c(=O)[nH]c1=O
  4	-0.6	1.7	-0.7	-0.8	-3	-0.1	-0.3	-2	-0.8	1
[7] COc1ccc(/C(O)=C2/C(=O)C(=O)N(CC3CCCO3)C2c2cccc(O)c2)cc1 (stereo not given)
  4	0.7	-1.3	0.0	-0.1	4	-1.1	-0.9	8.8*	3.2	0
[8] O=C(COC(=O)Cc1ccccc1F)NNC(=O)c1ccc(Cl)cc1
  -9	0.2	-1.2	0.5	-0.9	-1	0.3	0.2	-4	0.4	-2
[9] Cc1ccc(S(=O)(=O)N2CCN(C(=O)c3ccccc3-c3nc4ccccc4s3)CC2)c(C)c1
  -9	-0.8	3.1	1.8	0.6	-21	-1.9	-0.9	-3	1.4	0
[10] COc1ccccc1NC(=O)C1=C(C)NC(=O)NC1c1ccc(C)s1 (stereo not given)
  -3	-0.5	1.3	-0.6	-1.5	-2	-2.8	-1.7	-1	2.2	-3
[11] CCc1ccc(OCCCC(=O)Nc2ccc(S(N)(=O)=O)cc2)cc1
  1	-0.4	0.1	-0.2	-1.7	-2	0.2	0.6	3	-1.7	-4
[12] COc1ccc(CNC(=O)C2CCN(C(=O)N3CCOc4ccc(C)cc43)CC2)cc1
  -14	0.9	-1.3	0.2	-1.8	3	-2.9	-0.2	2	0.3	-1
[13] CCOC(=O)C1CSCCS(=O)(=O)N1Cc1cccc(F)c1 (stereo not given)
  -6	-1.2	nt	1.1	-0.9	2	-2.5	nt	-2	1.0	-4
[14] CC(C)NC(=O)C1(C)CSCC(=O)N1Cc1cccc(F)c1 (stereo not given)
  -11	-0.6	nt	0.3	-0.8	3	-1.1	nt	-5	0.1	0
[15] COc1ccc(C(=O)N(c2ccc(C)cc2)C2C=CS(=O)(=O)C2)cc1OC (stereo not given)
  2	-0.1	0.8	2.2	-1.9	-18	-0.4	-0.2	1	-0.4	6
[16] CC1(c2ccccc2)NC(=O)N(CC(=O)Nc2ccccc2C(=O)N2CCCCC2)C1=O (stereo not given)
  -14	0.2	0.7	-2.1	-0.7	1	-1.2	-0.3	-1	0.4	0
[17] Cn1nc(C(=O)OCC(=O)Nc2ccc3ccccc3c2)c2ccccc2c1=O
  8	1.0	2.3	0.8	-0.9	4	1.2	-0.9	-1	-1.4	-1
[18] CCNCCC(=O)N1c2ccccc2Sc2ccc(NC(=O)OCC)cc21
  -2	-0.8	1.5	0.4	-0.8	-3	-0.1	-1.0	3	1.6	0
[19] COC(=O)[C@]12C[C@H](CC(=O)NCc3ccccc3)C(=O)N(CCC3=CCCCC3)C1=C[C@H](C1CCCC1)O[C@@H]2C
  9	1.8	nt	-0.9	-1.7	0	-0.4	nt	4	nt	5
[20] Cc1noc(C)c1S(=O)(=O)N(C)Cc1ccccc1
  5	-1.2	0.5	0.8	-0.8	-4	3.2	0.3	0	-2.2	0
[21] CN(CC(=O)NCCc1ccc(F)cc1)Cc1cccc(Cl)c1
  -5	-1.0	2.3	0.5	-1.9	-7	2.5	1.6	1	1.2	-3
[22] CC1=C(C(=O)Nc2ccccc2C(=O)NC2CCCCC2)SCCO1
  0	-0.6	-0.9	-0.1	-1.1	3	2.5	0.0	-2	0.3	2
[23] Cc1cccc(NC(=O)c2cccc(NC(=O)c3ccco3)c2)c1C
  8	-2.1	-0.8	-0.2	-2.5	5	0.7	-1.5	-5	0.1	-3
[24] CCn1cnc2scc(-c3ccccc3)c2c1=O
  -4	-1.0	1.7	0.1	-1.0	6	-0.1	-0.3	-7	0.1	2
[25] O=[N+]([O-])c1ccc(N2CCN(c3ccccc3O)CC2)cc1
  7	-3.6	5.9	-0.4	-1.3	3	0.3	-0.5	5	0.1	3
[26] COc1cccc(CC2(CO)CCCN(Cc3cn[nH]c3C3CCCCC3)C2)c1 (stereo not given)
  -11	-0.2	-0.1	1.9	-1.6	-3	0.6	1.2	-4	-0.3	-6
[27] COc1ccc(NC(=O)COC(=O)Cc2c(F)cccc2Cl)cc1
  15	1.9	-0.4	-0.4	-1.7	4	2.0	0.7	-1	-0.7	2
[28] NNC(=S)NCc1ccco1
  2	-2.5	2.4	0.1	-1.6	0	-3.0	1.0	2	-1.1	0
[29] O=C(CN1N=C(c2ccc(Cl)cc2)CCC1=O)NCc1cccnc1
  -5	0.9	2.5	0.3	-0.7	4	0.6	-0.8	-2	-0.8	0
[30] N#Cc1c(NC(=O)CSc2ncc(-c3ccccc3)n2CC2CCCO2)sc2c1CCCC2 (stereo not given)
  -1	-0.5	-1.0	0.2	-0.6	0	3.9	1.6	-4	0.7	0
[31] COc1cc(CN2CCN(C3CCC3)CC2CCO)cc(OC)c1 (stereo not given)
  -4	4.1	1.4	0.3	-0.7	-5	0.2	1.7	-2	-6.5	-1
[32] COc1ccc(C2CC(c3c(Cl)cccc3Cl)n3nc(N)nc3N2)cc1 (stereo not given)
  -88	0.6	2.9	-0.1	-0.8	2	-1.6	2.0	-22	-1.8	-1
[33] COc1ccc(C(C(=O)NCC2CCCO2)N(C(=O)c2snc(C(N)=O)c2N)c2ccc(C)cc2)cc1OC (stereo not given)
  -159	-2.8	0.7	0.0	-1.3	-23	0.9	1.0	-54	0.7	-2
[34] COc1ccc(-c2ccc3c(c2)S(=O)(=O)c2cccc(C(=O)N4CCN(c5c(Cl)cncc5Cl)CC4)c2C3=O)cc1OC
  -6	0.0	-1.7	-1.0	-1.6	6	-2.1	-0.5	-3	0.4	1
[35] CCC(C)(C)NC(=O)C(c1cccn1C)N(Cc1ccc(C)cc1)C(=O)Cn1nnc2ccccc21 (stereo not given)
  3	0.6	-1.8	-0.1	-0.8	-26	-0.7	-0.2	1	-1.2	0
[36] Cc1cccc2sc(NC(=O)C3c4ccccc4Oc4ccccc43)nc12
  -1	0.2	0.1	-0.3	-0.3	7	-1.8	1.1	-4	-0.4	-2
[37] C=CCN1C=C2C(=O)C(C)(OC(=O)CCc3ccccc3)C(=O)C=C2C=C1c1ccc(C#N)cc1 (stereo not given)
  -50	1.3	1.5	-0.1	-1.1	1	3.1	-0.8	-14	-1.2	1
[38] C=C(C)CSc1nc2sc(C)c(C)c2c(=O)n1C
  -1	0.5	nt	-0.8	-1.8	-1	0.2	nt	2	nt	-3
[39] O=C(CCCN1C(=O)/C(=C/c2ccccc2Cl)SC1=S)N1CCOCC1
  -13	-1.4	0.0	-0.5	-1.6	-2	-1.9	0.0	-4	-1.1	-3
[40] CN(C)S(=O)(=O)c1ccc(NC(=O)C2CCCN(C(=O)c3ccc(Cl)cc3)C2)cc1 (stereo not given)
  0	-0.9	2.5	-1.1	-1.3	-6	-3.0	-0.8	2	0.7	4
[41] COCCNC(=O)C1(C)CCN(Cc2csc(-c3ccc(Cl)cc3)n2)C1 (stereo not given)
  -2	-2.4	1.1	0.3	-1.3	7	-0.6	nt	-3	0.1	-1
[42] CC(C)CCNC(=O)C1CCN(S(=O)(=O)c2ccc3c(c2)CC(C)N3C(=O)C2CCC2)CC1 (stereo not given)
  -5	-0.3	0.7	-2.5	-1.1	-3	0.8	-0.9	-4	2.1	-2
[43] CCc1noc(C)c1C(=O)N(CC)CC(=O)NCc1ccc(F)cc1
  -8	0.5	-1.7	-1.1	-0.7	3	1.5	1.5	-1	-1.8	-1
[44] Cc1ccccc1C(=O)Nc1ccc2c(c1)OCO2
  1	6.8*	-0.1	3.0	0.1	-8	13*	-1.2	-1	0.8	7
[45] COc1ccc(-c2cc(C3CCN(c4ncccc4[N+](=O)[O-])CC3)[nH]n2)cc1
  17	-1.9	2.3	-0.9	-1.7	-4	-1.8	-0.9	9.3*	-0.9	-2
[46] COc1cc(OC)cc(C(=O)NC(C(=O)Nc2ccc3c(c2)OCCO3)C(C)C)c1 (stereo not given)
  0	-2.2	-6.8	-1.0	-1.3	-5	-3.1	0.3	2	-0.8	-4
[47] Nc1c(N(CCC2=CCCCC2)C(=O)c2ccco2)c(=O)[nH]c(=O)n1Cc1ccccc1
  -12	-1.6	0.2	-0.9	-0.5	-2	1.7	1.6	1	0.0	-1
[48] Cc1ccc2ncccc2c1NS(=O)(=O)c1ccccc1
  -3	-0.1	-0.4	-0.8	-0.6	3	-1.7	1.0	-4	0.9	-3
[49] O=C(c1ccccn1)N1CCCC(N2CCN(c3ccc(F)cc3)CC2)C1 (stereo not given)
  -5	-0.2	3.0	0.1	-1.1	-1	1.5	0.1	-4	-0.4	2
[50] O=C(/C=C/c1cccc([N+](=O)[O-])c1)N1CCN(c2ccccn2)CC1
  -3	-0.5	1.0	0.3	-1.1	0	1.4	0.1	1	-2.1	1
[51] NC(c1csc(Nc2cc(NCc3ccco3)ncn2)n1)c1ccccc1Cl (stereo not given)
  -5	-0.4	-3.1	-0.6	-1.9	-27	-0.6	nt	-1	-1.4	-3
[52] Cc1nc(NC(=O)c2ccccc2)sc1-c1cc(C(=O)NCCO)nn1Cc1ccccc1
  -6	-1.3	nt	-1.5	-1.2	-1	0.1	nt	-7	1.1	-7
[53] Cc1cccc(NC(=O)CSc2nc(=O)n3ccccc3n2)c1C
  -10	1.0	0.1	-1.3	-0.9	1	-0.4	1.1	0	-0.2	-2
[54] CCc1nc(SCC(=O)O)c(C#N)cc1C
  3	-1.8	2.8	-0.7	-1.8	4	0.4	-0.2	-4	1.0	0
[55] CC(OC(=O)/C=C/c1ccccc1Cl)C(=O)NC1CCCCC1C (stereo not given)
  0	2.5	0.5	-2.2	-0.9	0	-0.7	1.8	0	1.4	0
[56] CCc1ccc(NC(=S)N2CCC(NC(=O)c3ccccc3OC)CC2)cc1
  4	-3.0	-1.3	-0.5	-1.7	-4	-1.1	-0.4	0	0.0	0

Full records from above. Order of screens: ADAM10 inh | hcDAF12 agonist | GAA850 FXN act | DAX1 inh-2 | ssDAF-12 act | GC-A act | hgDAF12 agonist | DAX1 inh-1 | ADAM17 inh | PG9 Ab binder | SMARCA2 act
COc1ccccc1NC(=O)C1=C(C)NC(=O)NC1c1ccc(C)s1 (stereo not given) in the list: -3 | -0.5 | 1.3 | -0.6 | -1.5 | -2 | -2.8 | -1.7 | -1 | 2.2 | -3
Cn1nc(C(=O)OCC(=O)Nc2ccc3ccccc3c2)c2ccccc2c1=O in the list: 8 | 1.0 | 2.3 | 0.8 | -0.9 | 4 | 1.2 | -0.9 | -1 | -1.4 | -1
